G9a block = inhibitors of human histone lysine methyltransferase G9a; Q96KQ7; G9a H3K9 monomethylation, AlphaScreen, 2 h; Potency, µM (titrated, usually from 102 µM), without a hit: top-dose activity, negative = inhibition, usual class: inhibitors; 350,000 tested, 8.8% active; AID 504332; note: potency is the fitted concentration of half-maximal effect; % is set by controls: 0 for no effect and ±100 for the full control effect; nearly all actives have a fitted effect of over 75% in size
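G9a (20 nM) was preincubated 15 min with compound, then reacted 2 h at room temperature with 500 nM biotin-H3K9 peptide and 20 µM SAM. Monomethyl-H3K9 detected by AlphaScreen using anti-H3K9me1 antibody.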
PI4K2A block = blocks human PI4K2A kinase activity. 420,000 tested, 0.13% active. activity change, negative = inhibition, % at 76.9 µM. Q9BTU6. purified PI4K2A, ADP-Glo luminescence, 1 h; active compounds read low; in the data active = activity change below about -50%; inconclusive = mostly about -30% to -49%;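 note: -100% = wells without enzyme as full effect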
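In this quantitative HTS, ADP production by PI4K2A was quantified luminescently after 1 h at ambient temperature; 100 microM adenosine served as plate-quality control.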
JMJD2A Tudor inh = blocks the human JMJD2A Tudor domain; AlphaScreen JMJD2A-Tudor / H3K4me3 peptide binding; AID 504339; 390,000 tested, 4.4% active; Potency, µM (top dose mostly 114 µM), without a hit: top-dose activity change, negative = inhibition, most hits filed as inhibitors; O75164; note: potency is the fitted concentration of half-maximal effect; % is set by controls: 0 for no effect and ±100 for the full control effect; nearly all actives have a fitted effect of over 50% in size
Target sequence (O75164 whole entry, looked up, the tested form may be a part): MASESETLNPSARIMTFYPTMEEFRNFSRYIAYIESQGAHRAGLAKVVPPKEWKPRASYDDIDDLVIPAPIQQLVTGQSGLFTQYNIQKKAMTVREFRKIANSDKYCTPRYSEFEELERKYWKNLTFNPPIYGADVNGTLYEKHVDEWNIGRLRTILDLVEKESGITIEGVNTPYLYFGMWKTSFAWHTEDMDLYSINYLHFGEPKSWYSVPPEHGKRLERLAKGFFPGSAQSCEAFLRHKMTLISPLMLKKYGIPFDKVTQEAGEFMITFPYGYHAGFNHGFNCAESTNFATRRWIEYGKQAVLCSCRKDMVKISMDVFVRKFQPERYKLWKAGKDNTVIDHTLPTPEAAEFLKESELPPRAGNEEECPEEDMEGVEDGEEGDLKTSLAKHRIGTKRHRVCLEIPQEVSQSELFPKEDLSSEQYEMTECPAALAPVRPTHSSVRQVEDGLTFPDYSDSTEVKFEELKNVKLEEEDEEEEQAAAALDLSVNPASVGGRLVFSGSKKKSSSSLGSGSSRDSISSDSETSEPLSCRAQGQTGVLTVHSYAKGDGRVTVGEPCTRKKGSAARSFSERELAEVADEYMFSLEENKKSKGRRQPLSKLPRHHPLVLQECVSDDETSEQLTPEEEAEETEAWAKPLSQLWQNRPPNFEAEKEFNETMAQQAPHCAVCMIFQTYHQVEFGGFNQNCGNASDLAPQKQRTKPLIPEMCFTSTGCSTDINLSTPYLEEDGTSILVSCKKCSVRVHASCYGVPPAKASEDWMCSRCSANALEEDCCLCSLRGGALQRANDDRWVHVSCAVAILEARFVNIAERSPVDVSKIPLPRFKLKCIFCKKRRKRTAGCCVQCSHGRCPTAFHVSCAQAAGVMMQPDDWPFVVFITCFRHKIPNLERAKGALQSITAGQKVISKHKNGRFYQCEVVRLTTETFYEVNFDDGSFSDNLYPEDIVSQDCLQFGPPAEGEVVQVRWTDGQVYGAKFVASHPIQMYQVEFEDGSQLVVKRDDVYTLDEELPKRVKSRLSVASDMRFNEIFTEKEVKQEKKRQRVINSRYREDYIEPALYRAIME
HP1b binding inh = inhibitors of HP1-beta chromodomain binding to methylated histone tails | P83916 | AlphaScreen HP1-beta / biotin-H3K9me3 peptide binding | Potency, µM (highest dose often 114 µM), for the others: top-dose activity change, negative = inhibition, most hits filed as inhibitors | 390,000 tested, 0.56% active | AID 540317; note: potency is the fitted concentration of half-maximal effect; nearly all actives have a fitted effect of over 70% in size; inactives centre near 23
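AlphaScreen: HP1-beta (50 nM) preformed 30 min with biotin-H3(1-18)K9me3 peptide (50 nM) in PBS pH 7.4, 0.01% Tween-20. Compound added for 30 min at RT, then streptavidin donor/nickel chelate acceptor beads (10 ug/mL) for 30 min.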
Pin1 inhibitor = inhibitors of human Pin1. Pin1 FP peptide displacement, HiFluor488, 10 min. Potency, µM (top dose mostly 115 µM), without a hit: at the top dose activity, negative = inhibition, actives largely listed as inhibitors. 390,000 tested, 0.009% active; active = well fitted inhibition curve with a large enough effect in the polarisation, with a control signal flat, not every such curve was filed as active; inconclusive = small, poorly fitted or top-dose-only effect, or effect the other way, or a change in a side signal; inactive = no such curve, though single readings can be large or run the other way; the % refers to the polarisation; note: potency is the fitted concentration of half-maximal effect; % is set by controls: 0 for no effect and ±100 for the full control effect
ERG-DNA inh = blocks human ERG Ets domain binding to DNA; fluorescence polarization, His-ERG Ets domain / labelled DNA; Potency, µM (top dose mostly 76.9 µM), without a hit: at the highest dose FP activity, negative = inhibition, actives largely listed as inhibitors; 370,000 tested, 0.028% active; AID 624246; active = well fitted inhibition curve with a large enough effect in the polarisation, with a control signal flat; inconclusive = small, poorly fitted or top-dose-only effect, or effect the other way, or a change in a side signal; inactive = no such curve, though single readings can be large or run the other way; the % refers to the polarisation;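 note: polarization taken with two DNA probes labelled with fluorescein and Texas red; potency is the fitted concentration of half-maximal effect; % of control where 0% means no effect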
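His-tagged ERG Ets domain (1 uM in the protein solution; 300mM KCl, 50mM Tris-HCl, 1mM EDTA, 1mM DTT, pH 7.5) received compound, then a probe mix of 5 nM fluorescein-DNA and 100nM Texas-615-DNA. Fluorescence polarization was read for both dyes.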
BAZ2B block = blocks human BAZ2B; 360,000 tested, 4.4% active; AlphaScreen BAZ2B-H3K14Ac peptide displacement; Q9UIF8; Potency, µM (top dose mostly 114 µM), without a hit: at the top dose activity change, negative = inhibition, actives largely listed as inhibitors; note: potency is the fitted concentration of half-maximal effect; % is set by controls: 0 for no effect and ±100 for the full control effect; nearly all actives have a fitted effect of over 60% in size
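Multi-concentration screen (max 110 uM) measuring displacement of acetylated histone H3 peptide from BAZ2B by AlphaScreen, using 50 nM protein, 50 nM peptide and 10 ug/mL streptavidin donor plus Ni-chelate acceptor beads.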
GLS inh = inhibitors of human glutaminase (GLS). Potency, µM (doses to about 45.5 µM), without a hit: at the top dose activity change, negative = inhibition, most hits filed as inhibitors. O94925. GLS enzymatic activity, qHTS titration. 410,000 tested, 0.21% active; note: potency is the fitted concentration of half-maximal effect; % is set by controls: 0 for no effect and ±100 for the full control effect
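Coupled fluorescence readout: glutamate oxidase/HRP/Amplex Red detect glutamate formed by hKGA from L-glutamine (1 mM solution added). Buffer 45 mM KH2PO4 pH 8.2, 0.02% Tween-20; reads at t0 and 30 min RT.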
Tb PGK inh = T. brucei PGK inhibition | PGK/GAPDH coupled, Kinase-Glo luminescence, 60 min | Potency, µM (titrated, usually from 57.5 µM), inactives show top-dose activity change, negative = inhibition, usual class: inhibitors | 380,000 tested, 0.043% active | AID 602233 | P07378; note: potency is the fitted concentration of half-maximal effect; % is set by controls: 0 for no effect and ±100 for the full control effect; nearly all actives have a fitted effect of over 60% in size
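Luminescent ATP detection (Kinase-Glo Plus) follows a 60-minute room-temperature incubation, with wells lacking PGK as controls. Buffer: 100 mM TEA (pH 7.6), 5 mM MgCl2, 0.01% Tween-20. Coupling enzyme GAPDH (100 nM final) supplies unstable 1,3-BPG in-well.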
Starred values were filed as active, the others as inactive; i = inactive; ? = inconclusive; nt = no result given; [ ] = remark or other dose. Unless noted, calls come from the whole dose curve; as a rule, active = well fitted curve in the direction sought with a large enough effect; inconclusive = small, poorly fitted or top-dose-only effect, or another doubt; inactive = no such curve, though single readings can be large; an effect the other way counts as inactive or inconclusive. An excerpt; rates above refer to the full screens.

item	molecule	G9a block	PI4K2A block	JMJD2A Tudor inh	HP1b binding inh	Pin1 inhibitor
1	CC[C@H]1CN2CCC1C[C@@H]2[C@@H](O)c1ccnc2ccc(OC)cc12 (stereo partly drawn)	nt	0	-12%	67%[activator]	-10%
2	CN1CCN(c2ccccc2N)CC1	-30%[59 µM]	-1	-14%	10%	-2%
3	O=C1NC(=S)SC1=Cc1ccc(N(CCCl)CCCl)cc1	nt	-9	32µM*	?	?
4	CN(c1ccc(OCC(=O)N2CCN(C/C=C/c3ccccc3)CC2)cc1)S(=O)(=O)c1cccs1	-36%[59 µM]	-4	-27%	39%	18%
5	COc1ccc(N2C(=O)/C(=C/C=C/c3ccccc3[N+](=O)[O-])C(=O)NC2=S)cc1	6.3µM*	-23	13µM*	25µM*	nt
6	CCOC(C(=O)OCCCN(CC)CC)(c1ccccc1)c1ccccc1	9%	-3	-25%[11.4 µM]	67%[activator]	8%
7	COC(=O)C1=C(c2ccc(F)cc2F)C[C@@H]2CC[C@H]1N2C(=O)N1CCC(O)CC1	6%[0.501 µM]	0	-7%	37%	4%
8	C[C@]12CCC3[C@@H](CC[C@@H]4C[C@H](O)CC[C@]34C)[C@@H]1CCC2=O (stereo partly drawn)	-1%[59 µM]	-4	-8%	41%[activator]	1%
9	Cc1cc(C)n(-c2ccc(NN=C(C#N)C#N)cc2)n1	nt	-10	?	2%	1%
10	CN1CCN(C(=O)COc2ccc3ccccc3c2)CC1	3%	-1	1%	47%[activator]	0%
11	CCCCn1c(-c2nn(C)cc2Cl)n[nH]c1=S	13µM*	-2	7.9µM*	3%	-5%
12	O=C1NC(=O)N(c2ccccc2)C(=O)/C1=C/c1ccc([N+](=O)[O-])s1	8.9µM*	-14	56µM*	?	?

item	ERG-DNA inh	BAZ2B block	GLS inh	Tb PGK inh
1	12%	nt	1%	-10%
2	-6%	-3%	34%[activator]	-2%
3	76%[activator]	nt	4%	6%
4	-4%	-27%	-2%	0%
5	2%	50µM*	-32%	-9%
6	-14%	-4%	-13%	-9%
7	-6%	8%	4%	4%
8	-2%	7%	-6%	10%
9	1%	32µM*	13%	-3%
10	-2%	1%	-19%	3%
11	6%	-2%[57.1 µM]	-10%	-3%
12	111%[activator]	35µM*	?	?

Further results.
item	molecule	G9a block	PI4K2A block	JMJD2A Tudor inh	HP1b binding inh	Pin1 inhibitor
13	CS(=O)(=O)CCN1CC2CCCC(C2)C1	nt	1	-1%	49%[activator]	0%
14	CCCCn1c(O)c(C=NCCN2CCCCC2)c(=O)[nH]c1=O	79µM*	3	-5%	14%	-10%
15	CCOC(=O)C1(CCc2ccccc2)CCN(Cc2ccc(NC(C)=O)cc2)CC1	-11%	4	-15%	21%	0%
16	O=P(O)(O)Cc1c(Cl)cccc1Cl	?	0	-3%	34%	-13%
17	COC(=O)N(c1ccccc1)P1(=S)OCCO1	46%[activator][59 µM]	-23	?	-22%	-16%
18	CC(=O)C1CCC2C3C(N4CC4)CC4=CC(=O)CCC4(C)C3CCC12C (stereo not drawn)	nt	2	-5%	35%	1%
19	COc1ccc(CNCCc2ccc3c(c2)OCO3)cc1Br	5µM*	-1	18µM*	-15%	-8%
20	N#CCCn1cc(C(=O)Nc2ccccc2Br)c(-c2ccc([N+](=O)[O-])cc2)n1	-6%	-1	-2%	39%	-7%
21	Cc1c(Cl)cccc1N1C(=O)NC(=O)/C(=C\c2cc(C)n(-c3cccc(C(=O)O)c3C)c2C)C1=O	nt	-4	-17%	8%	1%
22	C[C@]12CCC3C(C(=O)C[C@H]4C[C@@H](O)CC[C@]34C)C1CCC2=O (stereo partly drawn)	nt	-2	-6%	13%[57 µM]	0%
23	COC(=O)C1=C(c2ccc(OC(F)(F)F)cc2)C[C@@H]2CC[C@H]1N2C(=O)NCCOc1ccccc1	-4%[0.501 µM]	-3	-13%	34%	-8%
24	Cc1cc(C)cc(-n2c(C)cc(/C=C3\C(=O)NC(=O)N(C)C3=O)c2C)c1	0%[59 µM]	1	0%[57.1 µM]	30%	8%

item	ERG-DNA inh	BAZ2B block	GLS inh	Tb PGK inh
13	nt	nt	-5%	0%
14	-4%	-2%	8%	5%
15	-6%	-2%	-3%	-5%
16	-9%	0%	-3%	-5%
17	2%	55%[activator]	-7%	-4%
18	nt	nt	-6%	i
19	3%	50µM*	-3%	0%
20	2%	7%	-2%	i
21	-4%	?	-4%	-7%
22	-2%	nt	7%	11%
23	9%	7%	2%	1%
24	-7%	1%	3%	6%

The listing continues:
item	molecule	G9a block	PI4K2A block	JMJD2A Tudor inh	HP1b binding inh	Pin1 inhibitor
25	CCCCN1C(=O)/C(=C/c2ccc(N(C)C)cc2)C(=O)N(Cc2ccco2)C1=O	-4%[12.7 µM]	-23	?	-17%	?
26	Cc1cc(NC(=O)c2cccn(Cc3ccccc3)c2=O)no1	0%[59 µM]	0	-2%	24%	-6%
27	CN1CCN(c2cn[nH]c(=O)c2Cl)CC1	-15%	6	-6%	46%[activator]	-4%
28	COc1ccc(NC(c2ccccc2)P(=O)(Oc2ccccc2)Oc2ccccc2)cc1 (stereo not drawn)	25µM*	2	?	2%	-1%
29	CCN(CC)C(=O)c1ccc(NC(=O)c2ccc(-n3cncn3)c([N+](=O)[O-])c2)cc1	4%[59 µM]	6	-15%	20%	5%
30	O=P(c1ccccc1)(c1nc2ccccc2s1)N1CCOCC1 (stereo not drawn)	-10%[59 µM]	-4	-9%	25%	0%
31	O=C1NC(=S)NC(=O)C1=Cc1ccc2c(c1)CCN2CCCCl	10µM*	?	7.9µM*	?	nt
32	CCN1C[C@]2(C)CC[C@H](O)[C@]34C1[C@H](C[C@H]23)[C@@]1(O)C[C@H](OC)[C@H]2C[C@@H]4[C@@H]1C2O (stereo partly drawn)	6%[59 µM]	-6	-1%	24%	-2%
33	O=C(Cc1cccs1)N1CCC2(CC1)OCCO2	3%	1	4%	38%	0%
34	CCOC(=O)C1=Nc2ccccc2/C1=C\c1c(O)n(C)c(=O)n(C)c1=O	?	?	-16%	24%	28%
35	Cc1ccsc1C(=O)C1CCCN(Cc2cccc(OCCO)c2)C1 (stereo not drawn)	0%	-17	-22%	16%	-3%
36	CC(=NCc1ccco1)c1c(O)n(C)c(=O)n(C)c1=O	-40%	-1	-1%	39%[activator]	7%

item	ERG-DNA inh	BAZ2B block	GLS inh	Tb PGK inh
25	?	?	2%	-5%
26	-7%	1%	-3%	-3%
27	2%	-12%	-2%	-2%
28	-9%	25µM*	-7%	-8%
29	-18%	10%	4%	2%
30	-4%	-3%	-1%	0%
31	1%	25µM*	10µM*	?
32	-18%	0%	34%[activator]	-13%
33	-4%	6%	-2%	0%
34	4%	-13%	16%	-4%
35	-4%	-13%	0%	-8%
36	2%	20%	-5%	-2%

Quoted from the listing:
BAZ2B block, cpd 24 → 1%
JMJD2A Tudor inh, cpd 27 → -6%

Later entries.
item	molecule	G9a block	PI4K2A block	JMJD2A Tudor inh	HP1b binding inh	Pin1 inhibitor
37	Cc1cc(/C=C2\C(=O)NC(=O)N(c3ccc(F)cc3)C2=O)c(C)n1-c1cccc(C(=O)O)c1	35µM*	-8	-26%	6%	25%
38	O=C(Cn1cc(C(=O)c2ccccc2)c2ccccc21)NCc1ccco1	?	-9	?	11%	0%
39	CN1CCC2(CC1)N=C(c1ccc(F)cc1)C(=S)N2	25µM*	4	32µM*	?	-5%
40	Cc1cccc(N2C(=O)/C(=C/c3ccc(N4CCN(C)CC4)o3)C(=O)NC2=S)c1C	45µM*	-4	?	-32%	?
41	COc1ccc(C2CC(c3cccs3)=NN2c2nc(C)c(C(C)=O)s2)cc1OC (stereo not drawn)	25%	-6	32%[11.4 µM]	152%[activator]	?
42	COP(=O)(OC)C1(O)C(=O)Nc2ccc(Br)cc21 (stereo not drawn)	8.9µM*	1	-14%	26%	1%
43	CCN1CCN(C(=O)Cc2coc3cc(C)cc(C)c23)CC1	-6%[59 µM]	12	-17%	10%	-1%

item	ERG-DNA inh	BAZ2B block	GLS inh	Tb PGK inh
37	11%	-36%	?	11%
38	-6%	3%	-6%	-1%
39	4%	-1%	-1%	3%
40	82%[activator]	-63%	?	-11%
41	21%	nt	1%	-5%
42	4%	-4%	-6%	-11%
43	-1%	6%	4%	i

Grouped by structure: those above containing a cyano group (two)
item	molecule	G9a block	PI4K2A block	JMJD2A Tudor inh	HP1b binding inh	Pin1 inhibitor
9	Cc1cc(C)n(-c2ccc(NN=C(C#N)C#N)cc2)n1	nt	-10	?	2%	1%
20	N#CCCn1cc(C(=O)Nc2ccccc2Br)c(-c2ccc([N+](=O)[O-])cc2)n1	-6%	-1	-2%	39%	-7%

item	ERG-DNA inh	BAZ2B block	GLS inh	Tb PGK inh
9	1%	32µM*	13%	-3%
20	2%	7%	-2%	i
